# Screens (PubChem BioAssay)
# GDH-TPI counter: GDH-TPI coupling enzyme inhibitors, primary screen, artefact control for M. tuberculosis FBA inhibitor project, biochemical, absorbance, full deck; GDH-TPI coupled enzyme counterscreen, NADH absorbance; inhibition, % at 4.8 µM; hit rate 1.2% among 360,000; AID 588335, 2011; in the data active = inhibition above about 30%;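 note: 0% = DMSO wells and 100% = wells lacking the enzyme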
# Mtb UGM inh: M. tuberculosis UGM enzyme inhibitors, primary screen, biochemical, fluorescence polarization, single point; UDP-galactopyranose mutase (Mycobacterium tuberculosis (strain ATCC 25618 / H37Rv)), …; purified UGM, fluorescence polarization probe displacement; inhibition, % at 10 µM; hit rate 0.06% among 320,000; AID 504406, 2011; in the data active = inhibition above about 10%, passing the limit was not always enough; inconclusive = no clear call, values can overlap the other calls
# Y pestis TopoI: Yersinia pestis topoisomerase I inhibitors, primary screen, biochemical, cleavage product accumulation, plate reader, single point | DNA topoisomerase I (Yersinia pestis CO92) | AID 504884, 2011 | hit rate 0.064% among 360,000 | Y. pestis Topo-I cleavage product accumulation | activity, % at 10 µM; in the data active = activity above about 50%, passing the limit was not always enough; inconclusive = no clear call, values can overlap the other calls; note: inactives centre near 2
# BioA inh: M. tuberculosis BioA enzyme inhibitors, primary screen, biochemical, plate reader, single point, HTS; purified M. tuberculosis BioA enzyme; inhibition, % at 9.99 µM; hit rate 0.096% among 360,000; in the data active = inhibition above about 40%; inconclusive = no clear call, values can overlap the other calls
# PfHsp40 rescue: rescue of yeast from PfHsp40 toxicity, primary screen, S. cerevisiae, ATP luminescence. S. cerevisiae expressing PfHsp40, growth rescue. growth rescue, % at 12.5 µM. hit rate 0.68% among 340,000. AID 504582, 2011; in the data active = growth rescue above about 28%, passing the limit was not always enough; inconclusive = no clear call, values can overlap the other calls;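 note: yeast W303a lacking pdr1 and pdr3 grown in galactose medium; growth measured after three days at 30 °C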
# Mtb FBA inh: Mtb FBA enzyme inhibitors, primary screen, biochemical, fluorescence, strain H37Rv; purified M. tuberculosis FBA, fluorescence read-out; hit rate 2.3% among 360,000; Fructose-bisphosphate aldolase (Mycobacterium tuberculosis (strain ATCC 25618 / H37Rv)), …; inhibition, % at 1 µM; AID 588726, 2011; in the data active = inhibition above about 27%;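 note: 0% = vehicle and 100% = reference inhibitor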
# Vc quorum ag: inducers of Vibrio cholerae quorum light production without autoinducers, primary screen, BH1578 luxS cqsA deficient, single point | V. cholerae BH1578 lux reporter, luminescence, 6 h | activation, % at 18.7 µM | AID 588436, 2011 | hit rate 0.16% among 350,000; in the data active = activation mostly above about 9.7%, no sharp cut-off; inconclusive = no clear call, values can overlap the other calls; inactive = mostly below about 3.7%; note: not every result past the cut was called active; inactives centre near 0; reference of the scale not given here
# FadD28 FP inh: inhibitors of FadD28 bisubstrate probe binding, primary screen, biochemical, fluorescence polarization, single point | Mycobacterium tuberculosis FadD28 fatty-acid-AMP ligase | inhibition, % at 12.5 µM | hit rate 0.22% among 360,000; in the data active = inhibition above about 8.5%, passing the limit was not always enough; inconclusive = no clear call, values can overlap the other calls
# TcdB GH inh: TcdB glycohydrolase inhibitors, primary screen, biochemical, single point, plate reader; Toxin B (Clostridioides difficile), P18177; TcdB glycohydrolase enzymatic assay; inhibition, % at 9.99 µM; hit rate 0.24% among 350,000; AID 652162, 2013; in the data active = inhibition above about 10%
# Starred values were filed as active, the others as inactive; i = inactive; ? = inconclusive; · = not tested or not shown; & = joins results of further samples.
Structure,Mtb FBA inh,BioA inh,Mtb UGM inh,FadD28 FP inh,Y pestis TopoI,GDH-TPI counter,TcdB GH inh,Vc quorum ag,PfHsp40 rescue
C=CCn1c(Cc2csc(N)n2)nnc1SCC(=O)Nc1ccccc1C(F)(F)F,0,-0.4,-9.0,0.2,3,2,·,2.4,-0.6
CCOc1ccc(NC2c3ccccc3C(=O)N2Cc2ccc3c(c2)OCO3)cc1 (configuration not stated),3,1.0,2.0,-1.8,-2,12,1.2,1.3,-0.4
O=C(Nc1ccc2c(c1)oc1ccccc12)c1cccnc1,2,-0.7,-1.7,-1.2,5,5,·,-3.4,3.8
CCOC(=O)CSc1nc2c(sc(=S)n2-c2ccc(CC)cc2)c(=O)[nH]1,3,0.9,2.3,0.7,-2,33*,-2.5,0.8,0.6
Nc1c(-c2ccccc2)cnn1C1CCS(=O)(=O)C1 (configuration not stated),1,-1.9,-2.2,-0.3,-4,5,·,0.2,-0.3
O=C(C1=NN[C@@H]2C(=O)N(c3cccc(F)c3)C(=O)[C@H]12)C(c1ccccc1)c1ccccc1,-1,·,0.6,-3.4,-5,22,0.2,-2.2,8.6
COC(=O)C1=C(CCc2ccccc2)NC(=O)NC1c1ccc([N+](=O)[O-])cc1 (configuration not stated),-1,0.2,-1.9,-5.1,-2,0,0.1,-0.4,1.7
O=[N+]([O-])c1cnc(Nc2ccccc2)nc1Nc1ccccc1,4,·,2.7,-1.8,-3,6,0.1,-0.4,3.7

# Two entries from above, field by field.
> O=C(C1=NN[C@@H]2C(=O)N(c3cccc(F)c3)C(=O)[C@H]12)C(c1ccccc1)c1ccccc1
  Mtb FBA inh = -1
  BioA inh = ·
  Mtb UGM inh = 0.6
  FadD28 FP inh = -3.4
  Y pestis TopoI = -5
  GDH-TPI counter = 22
  TcdB GH inh = 0.2
  Vc quorum ag = -2.2
  PfHsp40 rescue = 8.6
> CCOC(=O)CSc1nc2c(sc(=S)n2-c2ccc(CC)cc2)c(=O)[nH]1
  Mtb FBA inh = 3
  BioA inh = 0.9
  Mtb UGM inh = 2.3
  FadD28 FP inh = 0.7
  Y pestis TopoI = -2
  GDH-TPI counter = 33*
  TcdB GH inh = -2.5
  Vc quorum ag = 0.8
  PfHsp40 rescue = 0.6

# New compounds follow.
Structure,Mtb FBA inh,BioA inh,Mtb UGM inh,FadD28 FP inh,Y pestis TopoI,GDH-TPI counter,TcdB GH inh,Vc quorum ag,PfHsp40 rescue
CCC(=NN=C(CC)c1ccccc1O)c1ccccc1O,-2,1.2,·,0.2,-5,-1,1.2,0.9,0.4
Cc1ccc(C2Nc3ccccc3C(=O)N2Cc2ccco2)cc1 (configuration not stated),43*,2.4,-1.2,-1.1,5,14,·,i,-1.3
O=C(OCCN1C(=O)c2ccccc2C1=O)c1cc2ccccc2o1,-2,-1.5,-1.5,0.3,-6,-4,-1.7,3.7,1.5
O=c1[nH]c(=O)n(CCC2=CCCCC2)c(O)c1C=NCCN1CCNCC1,-1,-0.7,0.5,-6.5,21,-1,·,-0.3,-0.5
COc1ccc(CCNS(=O)(=O)c2cccc(C)c2)cc1OC,0,-6.0,1.8,-2.8,6,-10,·,-0.2,0.5
O=c1c2cn[nH]c2nc(SCc2ccc3c(c2)OCCO3)n1-c1ccccc1,-3,3.0,4.3,-6.4,1,9,·,i,0.4
CC1Cc2ccccc2N1C(=O)/C=C/c1cccc(F)c1 (configuration not stated),9,3.3,0.0,-7.4,11,28,1.4,3.0,0.6
Cc1ccccc1C(=O)NCc1ccncc1,1,1.2,-0.7,-2.7,-9,-3,·,0.7,-1.7
COc1ccc(Cl)cc1C(=O)NCc1cnn(C)c1C,-3,2.5,-1.6,-1.2,0,-3,·,-3.7,-0.2
CCOC(=O)/C(C#N)=C/c1cn(CCC(=O)O)nc1-c1ccc(F)cc1,-4,·,1.7,-4.7,5,12,0.4,i,0.2
CC(=O)Nc1ccc2c(c1)C(=O)c1ccc(Cl)cc1-2,5,-2.5,·,2.9,-5,-3,0.2,-0.8,-0.5
C[C@]12CCC3[C@@H](CCC4=CC(=O)CC[C@@]43C=O)C1CCC2=O (some centres not stated),-1,1.6,-2.2,-1.2,6,6,0.1,0.1,-1.5
CCn1c(P(C)(=O)O)nc2ccccc21,-4,-1.9,-4.6,-4.3,3,0,·,-0.6,0.3
Cn1nnc2cc(NC(=O)N3CCN(c4ccccn4)CC3)ccc21,4,14,2.0,0.1,-5,8,-1.5,i,0.7
O=C(N/N=C\c1cccnc1)c1cc(-c2ccccc2)nc2c(Cl)cccc12,0,2.8,-3.9,-4.0,8,4,-0.3,-2.5,-0.1
Cc1ccc(-c2noc(-c3ccccc3C(=O)NCC3CCCO3)n2)cc1 (configuration not stated),0,2.5,0.1,-5.5,8,-9,·,3.0,0.1
CNC(=O)CSc1nc2c(c(=O)n(C)c(=O)n2C)n1Cc1ccc(C)cc1,6,0.2,-6.7,-1.8,-7,3,0.7,i,0.5
NC(=O)C1CCN(C(=O)CN2CCCc3ccccc32)CC1,2,-2.7,-1.3,0.1,3,6,·,-1.1,0.2
O=C(OCc1nnc(-c2ccccc2)o1)c1cccnc1Cl,-1,·,1.4,0.0,0,6,1.1,-0.2,0.7
CC(Oc1ccccc1)C(=O)N=C1SC2CS(=O)(=O)CC2N1c1cccc(F)c1 (configuration not stated),-3,·,0.7,-4.2,0,-2,0.0,i,0.1
O=C(NCc1ccco1)/C(=C/c1ccco1)NC(=O)c1ccccc1,-3,·,0.5,·,7,-7,0.0,-0.3,-0.9
CCN(c1ccccc1)S(=O)(=O)c1ccc(N2CCN(c3ccccc3O)CC2)nc1,-2,0.4,-0.6,-1.3,-8,-4,0.7,i,0.2
Cc1nnc(SCC(=O)Nc2nccs2)[nH]c1=O,0,-1.0,3.0,-1.9,-1,-2,·,-3.4,-0.6
Cc1cccc2sc(N(CCN(C)C)C(=O)/C=C/c3cccs3)nc12,5,-2.0,-5.2,-0.2,-8,11,·,-0.2,1.8

# The list goes on, starting with the last 6 of the part before.
Structure,Mtb FBA inh,BioA inh,Mtb UGM inh,FadD28 FP inh,Y pestis TopoI,GDH-TPI counter,TcdB GH inh,Vc quorum ag,PfHsp40 rescue
O=C(OCc1nnc(-c2ccccc2)o1)c1cccnc1Cl,-1,·,1.4,0.0,0,6,1.1,-0.2,0.7
CC(Oc1ccccc1)C(=O)N=C1SC2CS(=O)(=O)CC2N1c1cccc(F)c1 (configuration not stated),-3,·,0.7,-4.2,0,-2,0.0,i,0.1
O=C(NCc1ccco1)/C(=C/c1ccco1)NC(=O)c1ccccc1,-3,·,0.5,·,7,-7,0.0,-0.3,-0.9
CCN(c1ccccc1)S(=O)(=O)c1ccc(N2CCN(c3ccccc3O)CC2)nc1,-2,0.4,-0.6,-1.3,-8,-4,0.7,i,0.2
Cc1nnc(SCC(=O)Nc2nccs2)[nH]c1=O,0,-1.0,3.0,-1.9,-1,-2,·,-3.4,-0.6
Cc1cccc2sc(N(CCN(C)C)C(=O)/C=C/c3cccs3)nc12,5,-2.0,-5.2,-0.2,-8,11,·,-0.2,1.8
COc1ccccc1-c1nnc(SC/C(O)=C(\C#N)c2nc3ccccc3[nH]2)n1C1CCCCC1,-3,·,-1.5,-5.0,-1,12,-0.6,-0.3,0.6
Cc1ccc(N(CC(=O)N=Nc2c(O)[nH]c3ccccc23)S(C)(=O)=O)c(C)c1,0,·,1.7,-5.2,5,-4,1.3,i,-0.1
CCOc1ccc(/C(C)=N/NC(=O)c2nnn(-c3nonc3N)c2-c2cccs2)cc1,5,-0.5,3.5,-2.5,3,7,1.1,3.6,0.0
Cc1cccc(NC(=O)CSc2nnc(Cn3nnc(-c4ccccc4)n3)n2-c2ccccc2)c1,0,-1.9,0.3,-3.8,7,-1,·,i,2.0
C[C@H](CO)N1C[C@H](C)[C@@H](CN(C)C(=O)Nc2ccccc2)Oc2c(NC(=O)c3ccncc3)cccc2C1=O,-4,-1.3&-1.1,4.4,-1.0,-4,1,-1.9&1.2,i,0.7
CCNc1nc(Oc2ccc(C(=O)OCC)cc2)nc(SC)n1,6,-1.0,1.5,0.0,1,-1,·,1.2,1.6
COC(=O)c1sc2ccc(C)cc2c1C(=O)OC,3,-1.4,1.6,0.6,9,1,·,i,0.3
COC(=O)C1CCN(C(=O)C2CCC(=O)N(CCc3cccc(F)c3)C2)CC1 (configuration not stated),2,1.8,-2.9,-0.7,3,1,1.7,-3.1,-0.1
CC(/C=C/C1(O)C(C)CC(=O)CC1(C)C)OC1OC(CO)C(O)C(O)C1O (configuration not stated),0,-0.4,4.7,-2.3,3,3,0.9,-0.3,-1.7
O=C(CSc1ccc(-c2cccc([N+](=O)[O-])c2)nn1)N1CCCCCC1,0,-3.0,-0.3,-3.2,-2,-3,1.8,1.2,1.0
COc1cc(/C=N/NC(=O)c2ccncc2)ccc1OC(=O)c1ccco1,-3,-2.2,3.7,0.7,-4,13,-0.2,-0.2,0.5
O=C(NCc1cccs1)c1cccnc1SCCS(=O)(=O)c1ccc(C(F)(F)F)cn1,3,-0.1,0.9,-2.5,14,5,2.4,-0.6,·
CCOc1ccc(C(=O)N2CCN(S(=O)(=O)c3cccs3)CC2)c(OCC)c1,1,2.7,-0.1,-2.4,17,-7,1.4,i,1.2
O=c1c([N+](=O)[O-])c(NCCN2CCCCCC2)c2ccccc2n1-c1ccccc1,1,·,-1.5,-3.7,-5,3,1.6,-0.1,0.0
COc1cc(OC)cc(C(=O)N2CC(=O)Nc3ccccc32)c1,1,-1.7,-1.7,-30,0,11,0.4,-0.5,-0.8
CNC(=O)/C(C#N)=C/c1cn(CC(=O)OC)c2ccccc12,5,0.8,2.4,-0.3,10,14,1.0,-0.8,-1.0
NC(=O)c1ccc(NC(=O)c2cccc(Oc3ccccc3)c2)cc1,1,-0.4,0.6,0.0,14,13,0.6,i,13
COC(=O)C(C)(C)ONC(=O)Nc1ccc([N+](=O)[O-])cc1,-4,·,2.6,-1.7,6,5,1.7,i,0.6
CCN1CCN(C(=S)c2ccc([N+](=O)[O-])cc2)CC1,1,-0.5,0.4,0.3,-2,5,1.4,-0.3,-1.0
C[C@@H]1CN([C@H](C)CO)C(=O)c2cc(Br)cnc2O[C@@H]1CN(C)Cc1ccc(F)cc1,1,-1.2&4.3,·,-1.3,4,11,0.2&1.3,2.1,·
Cc1ccccc1OCC(=O)Nc1ccc(N2CCN(C(=O)c3ccco3)CC2)cc1,0,1.4,0.8,-1.2,29,-3,1.3,-0.3,7.2
CN(C)C(=O)N1CCN(C(=O)N2CCOCC2)CC1,3,-0.6,-0.3,-1.7,1,0,·,-0.3,-0.9
CCOC(=O)C1CCN(C(=O)/C=C/c2ccccc2OC)CC1,3,1.0,0.0,-1.4,?,19,·,·,-0.7
CN(c1ccccc1C(=O)N1CCOCC1)S(C)(=O)=O,1,-0.6,-1.7,-0.2,0,0,·,-0.5,-0.2
COc1ccc(S(=O)(=O)N2CCC(C(=O)NN3CCCCC3)CC2)cc1OC,0,-1.4,0.4,-1.1,0,4,1.4,-0.6,-1.0
COC(=O)c1ccc(NC(=O)C2CCCO2)cc1 (configuration not stated),-2,0.5,-1.0,-3.0,-6,4,·,i,-0.7
CCCCS(=O)(=O)Nc1ccc2cn[nH]c2c1,-2,·,-0.2,-4.8,2,-7,-0.1,i,0.4
CCOC(=O)/C(C#N)=C1/C=Nc2ccccc2N1,-7,-1.9,0.3,-4.1,1,-2,·,-0.3,-0.8
Cc1nc(SCC(=O)Nc2ccc(OCc3ccccc3)cc2)n[nH]1,-4,-1.5,3.3,-2.4,3,-5,0.5,-0.9,0.0
